High-throughput results as filed in PubChem.
CXXC DNA block: qHTS Fluorescence Polarization Assay for Inhibitors of MLL CXXC domain - DNA interaction; Histone-lysine N-methyltransferase 2A (Homo sapiens), Q03164; MLL-CXXC / FITC-HOXA9 DNA fluorescence polarization; Potency, µM (highest dose often 115 µM), for inactives: at the highest dose activity change, negative = inhibition, hits mostly inhibitors; hit rate 0.037% among 290,000; active = well fitted inhibition curve with a large enough effect in the polarisation, with a control signal flat, not every such curve was filed as active; inconclusive = small, poorly fitted or top-dose-only effect, or effect the other way, or a change in a side signal; inactive = no such curve, though single readings can be large or run the other way; the % refers to the polarisation; note: potency is the fitted concentration of half-maximal effect
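Purified MLL-CXXC (added from a 7 uM solution) was preincubated 5 min at ambient with pinned compounds in 50 mM Tris-HCl pH 7.5, 50 mM NaCl, 1 mM DTT, 0.05% BSA. Fluorescein-labeled HOX-A9 DNA (50 nM solution) followed, 30 min, then polarization read.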
KCNH2 3.1 block: qHTS for Inhibitors of KCHN2 3.1: Mutant qHTS. U2OS KCNH2 3.1, thallium flux FluxOr; hits give low values. hit rate 0.95% among 340,000. Potassium voltage-gated channel subfamily H member 2, brain isoform KCNH2 3.1 (human). activity change, % (tested at about 1.8 µM);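 active = maximum activity change below -70%; inconclusive = maximum activity change from -70% to -50%; inactive = maximum activity change above -50%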;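 note: thallium influx rate constant from kinetic fluorescence after stimulation buffer; % is set by controls: 0 for no effect and ±100 for the full control effect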
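Thallium flux via FluxOr fluorescence (Red40 quencher, 45 min loading) in U2OS cells virally expressing the KCNH2 3.1 isoform (1.77 x 10^8 /mL virus, overnight at 37 C). Rate constants from 2-min kinetic reads post-stimulation, normalised to positive and negative controls.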
hERG WT inh: qHTS for Inhibitors of KCHN2 3.1: Wildtype qHTS; Voltage-gated inwardly rectifying potassium channel KCNH2 (Homo sapiens), Q12809; U2OS, BacMam KCNH2, thallium flux FluxOr; hits give low values; activity change, % at 1.84 µM; hit rate 0.37% among 340,000; AID 720551, 2013;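 active = maximum activity change below -70%; inconclusive = maximum activity change between -70% and -50%; inactive = maximum activity change above -50%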; note: % is set by controls: 0 for no effect and ±100 for the full control effect
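U2OS cells transduced with wild-type KCNH2 virus are loaded with FluxOr dye for 45 min, and thallium flux is measured in kinetic reads before and after stimulation buffer. Rate constants are normalized to DMSO controls.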
Giardia kill: Small Molecules that selectively kill Giardia lamblia: qHTS | Giardia lamblia trophozoite viability | activity change, % at 7.66 µM, hits read low | hit rate 0.15% among 340,000 | AID 540267, 2011; in the data active = activity change below about -80%; inconclusive = between about -30% and that limit;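 note: parasites exposed to compound for two days anaerobically before the ATP read; % is set by controls: 0 for no effect and ±100 for the full control effect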
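Luminescent ATP signal served as the viability read-out, measured 15-30 min after adding ATP detection reagent to trophozoites that had been incubated with compounds for 48 hrs at 37 deg C anaerobically at 100 cells/well.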
TRPV1 ag: HTS Assay for Compounds that Act as Agonists of the Vanilloid Receptor 1; activation, % at 8.33 µM; TRPV1-expressing cells, Fluo-8 calcium influx, agonist mode; hit rate 0.19% among 320,000; Transient receptor potential cation channel subfamily V member 1 (Homo sapiens), Q8NER1; in the data active = activation above about 80%; inconclusive = between about 30% and that limit; note: 0% is about no effect
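Fluo-8 calcium influx in TRPV1-expressing cells, kinetic read (ex 480/em 520 nm). Compound added and read 3 min for agonist activity, followed by capsaicin at EC20 final and 2 min further read for enhancement.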
GALK inh: qHTS Assay for Inhibitors of Human Galactokinase (GALK). Potency, µM (top dose mostly 57.5 µM), for the others: top-dose activity change, negative = inhibition, usual class: inhibitors. Purified GALK, Kinase-Glo residual ATP luminescence. hit rate 0.007% among 270,000. AID 1868, 2009; note: potency is the fitted concentration of half-maximal effect; % is set by controls: 0 for no effect and ±100 for the full control effect
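Galactose (100 uM) and ATP (35 uM) were turned over by 5 nM GALK for 1 h at RT. Kinase-Glo Plus then converted the remaining ATP into a luminescent signal.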
PKM2 activator: qHTS Assay for Activators of Human Muscle isoform 2 Pyruvate Kinase. Potency, µM (series often up to 57.5 µM), inactives show top-dose activation, usual class: activators. purified PKM2, Kinase-Glo ATP luminescence, activation; response scale: 0% is enzyme alone, no compound. hit rate 0.34% among 260,000; note: potency is the fitted concentration of half-maximal effect; % is set by controls: 0 for no effect and ±100 for the full control effect; nearly all actives have a fitted effect of over 55% in size
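Kinase-Glo luminescence reports ATP generated from ADP (0.1 mM) and PEP (0.5 mM) by purified hPK-M2 after 1 h at room temperature, pH 7.2 imidazole buffer; intermediate enzyme activity allows detecting inhibitors and activators.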
USP2a block: qHTS Assay for Inhibitors of Ubiquitin-specific Protease USP2a Using CHOP2 as the Reporter; Ubiquitin carboxyl-terminal hydrolase 2 (Homo sapiens), O75604; USP2 core, Ub-CHOP2 coupled fluorogenic reporter, 485/531; Potency, µM (series often up to 38.3 µM), inactives show at the top dose activity change, negative = inhibition, hits mostly inhibitors; hit rate 0.01% among 330,000; AID 463254, 2010;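 note: potency is the fitted concentration of half-maximal effect; plate controls were DMSO wells for no effect and full inhibition by NEM control for full effect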
Target sequence (O75604 whole entry, looked up): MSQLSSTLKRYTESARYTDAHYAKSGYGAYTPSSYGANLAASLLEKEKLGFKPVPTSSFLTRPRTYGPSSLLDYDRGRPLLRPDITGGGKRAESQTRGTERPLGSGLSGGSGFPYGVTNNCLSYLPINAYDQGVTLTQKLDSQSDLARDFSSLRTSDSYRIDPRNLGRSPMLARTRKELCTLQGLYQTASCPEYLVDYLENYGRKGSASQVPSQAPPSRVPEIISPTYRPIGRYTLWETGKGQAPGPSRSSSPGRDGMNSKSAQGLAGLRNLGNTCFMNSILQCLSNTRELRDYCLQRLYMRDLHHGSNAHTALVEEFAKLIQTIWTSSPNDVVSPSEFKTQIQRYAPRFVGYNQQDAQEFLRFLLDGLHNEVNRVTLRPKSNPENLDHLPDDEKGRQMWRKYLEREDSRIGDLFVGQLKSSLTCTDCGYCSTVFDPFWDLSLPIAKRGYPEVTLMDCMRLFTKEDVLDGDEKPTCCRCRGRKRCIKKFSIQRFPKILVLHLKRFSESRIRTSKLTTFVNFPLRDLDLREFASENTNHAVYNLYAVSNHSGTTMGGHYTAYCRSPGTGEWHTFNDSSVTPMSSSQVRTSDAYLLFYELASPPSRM
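Cell-free coupled assay: 10nM USP2 core preincubated 30min RT with compound in Tris-HCl pH 8.0/CaCl2/CHAPS buffer, then 25nM Ub-CHOP2 and 25nM reporter substrate; fluorescence (Ex 485/Em 531) read after 60min RT, normalized to NEM inhibition, concentration-response curves fitted.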
Menin-MLL TR inh: qHTS Assay for Inhibitors Targeting the Menin-MLL Interaction in MLL Related Leukemias: Competition With Texas Red Labeled MLL-derived Mutant Peptide; hit rate 0.23% among 270,000; O00255; Menin + Texas Red MLL mutant peptide, fluorescence polarization; Potency, µM (top dose mostly 61.6 µM), for the others: top-dose FP activity change, negative = inhibition, hits mostly inhibitors; active = well fitted inhibition curve with a large enough effect in the polarisation, with a control signal flat, not every such curve was filed as active; inconclusive = small, poorly fitted or top-dose-only effect, or effect the other way, or a change in a side signal; inactive = no such curve, though single readings can be large or run the other way; the % refers to the polarisation; note: potency is the fitted concentration of half-maximal effect; % of control where 0% means no effect; many of its hits are not listed in these tables
FBPA coupling cs: qHTS Assay for Inhibitors of Fructose-1,6-bisphosphate Aldolase from Giardia Lamblia: Coupling assay counterscreen. coupling enzyme system counterscreen, AmpLite Red fluorescence. activity change, negative = inhibition, % at 58.2 µM, hits read low. hit rate 0.67% among 290,000. AID 2472, 2010; in the data active = activity change below about -30%; note: % is set by controls: 0 for no effect and ±100 for the full control effect
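Final compound at 57.5 uM, incubated 10 min at RT with coupling enzyme reagent (glyceraldehyde-3-phosphate), then 20 min with substrate and AmpLite Red detection. Fluorescence read at 525/598 nm; tests interference with the coupling assay, not aldolase inhibition.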
B2AR arrestin: qHTS assay of beta-arrestin-biased ligands of beta2-adrenergic receptor | hit rate 0.02% among 330,000 | Beta-2 adrenergic receptor (Homo sapiens), P07550 | Potency, µM (doses to about 46.1 µM), for the others: top-dose activation, actives largely listed as activators | beta-arrestin recruitment to beta2AR, cell-based reporter;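 note: potency is the fitted concentration of half-maximal effect; 0% = DMSO controls and full agonism = EC100 isoproterenol or metaproterenol; nearly all actives have a fitted effect of over 65% in size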
Target sequence (P07550 whole entry, looked up): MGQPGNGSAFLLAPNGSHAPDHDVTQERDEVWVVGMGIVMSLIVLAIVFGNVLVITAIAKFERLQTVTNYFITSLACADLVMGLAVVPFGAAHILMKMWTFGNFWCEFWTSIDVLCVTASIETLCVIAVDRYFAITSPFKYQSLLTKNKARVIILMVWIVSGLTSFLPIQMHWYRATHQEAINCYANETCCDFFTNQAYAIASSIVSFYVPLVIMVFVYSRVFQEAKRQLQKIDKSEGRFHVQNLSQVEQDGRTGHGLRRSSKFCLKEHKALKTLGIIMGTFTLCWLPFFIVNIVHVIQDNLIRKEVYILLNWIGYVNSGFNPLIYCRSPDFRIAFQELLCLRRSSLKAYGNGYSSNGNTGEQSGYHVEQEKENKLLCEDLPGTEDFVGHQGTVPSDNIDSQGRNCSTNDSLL
Active calls of the source: *; ? = inconclusive; . = not tested or not shown; [ ] = another dose, or the depositor's remark. Unless noted, calls come from the whole dose curve; as a rule, active = well fitted curve in the direction sought with a large enough effect; inconclusive = small, poorly fitted or top-dose-only effect, or another doubt; inactive = no such curve, though single readings can be large; an effect the other way counts as inactive or inconclusive. Not all compounds are listed (hit frequency here may not be typical).

SMILES	CXXC DNA block	KCNH2 3.1 block	hERG WT inh	Giardia kill	TRPV1 ag	GALK inh	PKM2 activator	USP2a block	Menin-MLL TR inh	FBPA coupling cs	B2AR arrestin
O=C(CSc1nnc2c(n1)[nH]c1ccccc12)OCc1ccccc1	-1%	7	0	-21	-3	0%	0%	-1%	-18%	2	-0.4%
O=C(CN1CCN(C(=O)N2CCOCC2)CC1)Nc1cc(Cl)ccc1Cl	0%	-3	-10	2	?	7%	0%	2%	-1%	-3	-0.4%
CCn1c(=O)c2sccc2n2c(CCCC(=O)NCc3cccnc3)nnc12	9%	-8	19	16	0	0%	.	4%	1%	4	-0.1%
CSCC[C@@H](CO)NC(=O)c1ccc2nc(C3CCCCC3)oc2c1	-12%	8	0	-13	3	-3%	-1%	-2%	1%	0	-0.2%
O=C1NC(=O)/C(=C\c2ccccc2OCc2ccccc2)S1	-4%	19	0	-4	-3	-2%	-6%	3%	38%[activator]	8	-0.3%
COCCNc1c2c(nc3ccccc13)CCC2	-2%	10	10	?	4	7%	-13%	-2%	-22%	-1	-0.2%
Cc1nc(-c2ccccc2)sc1C(=O)CSc1ccc(F)cc1	-4%	-5	-4	8	20	0%	-9%	3%	-12%	0	0.0%
O=C(Cn1c2ccc(F)cc2c2nc3n(c(=O)c21)CCS3)NCC1CCCO1 (stereo not given)	8%	-8	-17	-1	7	0%	-1%	0%	-7%	1	-0.4%
Cc1cccc(N=C/C(C(=O)C(F)(F)F)=C(\O)c2ccco2)c1	-8%	2	-3	-12	-13	-3%	7%	1%	-10%	5	-0.9%
Fc1ccc(-c2cnc(-c3cccs3)o2)cc1	-3%	-6	-9	13	-2	3%	7%	1%	14%	0	0.3%
Cc1ccc(-n2c(SCC(N)=O)nc3c(c2=O)C2(CCCC2)Cc2ccccc2-3)cc1	10%	5	14	-8	9	-3%	0%	-2%	8%	13	10%
Cc1cc(C(=O)COC(=O)CCCN2C(=O)c3ccccc3C2=O)c(C)n1C	2%	-9	-3	-5	0	9%	-3%	4%	2%	1	-0.6%
CCCNC(=O)NS(=O)(=O)c1cnccc1Sc1ccc(Cl)cc1	-3%	20	-1	5	5	.	0%	4%	-1%	3	0.1%
CC(Oc1ccccc1)c1nnc(N)s1 (stereo not given)	-4%	1	-7	11	27	-1%	-3%	1%	23%	7	-0.1%
Cc1c(-n2cc(C(=O)O)c(=O)c3cc(F)c(N4CCCC4)c(F)c32)c(=O)n(-c2ccccc2)n1C	-9%	16	7	-14	-2	3%	-3%	-1%	0%	4	0.1%
Oc1ccc(CN2CCCCC2)c2cccnc12	2%	-1	-5	11	0	3%	3%	0%	-1%	-8	-0.1%
CCNC(=O)NC(C(=O)OC)C12CC3CC(CC(C3)C1)C2 (stereo not given)	1%	1	-8	4	2	-4%	1%	1%	-22%	1	-0.1%
O=C(COC(=O)COc1ccc(Cl)cc1Cl)NC1CCCCCC1	.	4	-2	-10	10	.	.	2%	.	.	0.0%
C/C(Cl)=C\CNC(C)c1ccccc1 (stereo not given)	3%	-1	2	-5	2	0%	1%	1%	-9%	0	0.2%
Cc1cc(C(=O)OCC(=O)NC(C)C)c2ccccc2n1	-3%	-11	-13	-4	1	1%	1%	-4%	.	1	-0.3%
COc1ccc2cc(C3(C)NC(=O)N(CC(=O)NCC(F)(F)F)C3=O)ccc2c1 (stereo not given)	-2%	-4	0	12	2	-1%	.	0%	-8%	2	-1.1%
CN(C(=O)CSCC(=O)Nc1ccc(Cl)cc1)C1CCCCC1	.	-9	-2	6	.	.	.	-3%	.	.	0.4%
CN1C(C(=O)Nc2ccc(C(=O)O)cc2)=C(O)c2ccccc2S1(=O)=O	.	13	-6	-16	-1	.	.	3%	.	.	-1.5%
COc1ccc(C2NC(=S)NC(C)=C2C(=O)N2CCOCC2)cc1 (stereo not given)	1%	3	-278*	9	-1	0%	0%	1%	2%	0	-0.4%
CNC(=S)NNC(=O)c1ccccc1Cl	4%	23	-5	-10	-3	9%	3%	-1%	.	2	-0.4%
O=C(COC(=O)/C=C/c1ccc(Cl)c(Cl)c1)NC1CCCC1	.	12	-6	2	-5	.	.	1%	.	.	0.1%
CC(=O)Nc1cc(NC(C)=O)c(N=Nc2ccccc2)cc1C	1%	39	0	-17	-3	-1%	4%	1%	.	1	-0.6%
CCc1ccc(OCCCC(=O)Nc2ccc(S(=O)(=O)Nc3cc(C)nc(C)n3)cc2)cc1	-4%	-4	1	-12	2	-2%	2%	0%	-14%	4	-0.1%
O=C(NN1C(=O)/C(=C/c2cccnc2)SC1=S)C(c1ccccc1)c1ccccc1	-21%	1	-2	-9	-1	-5%	5%	0%	?	6	0.5%
CC(C)Cc1ccc(/C=C/C(=O)N2CCCCC2)cc1	-6%	-8	-11	-4	?	0%	-1%	-1%	?	-1	-0.1%
O=C(NC(=S)NC1CCCc2ccccc21)c1ccc(F)cc1 (stereo not given)	-4%	-22	-29	5	?	0%	1%	1%	39%[activator]	-5	6.1%
COc1ccc(N2CCN(C(=O)c3ccc(NC(=O)C4=CSCCO4)cc3)CC2)cc1	4%	17	13	3	-1	-3%	.	2%	0%	-1	0.3%
CN(c1ccc(F)cc1)S(=O)(=O)c1ccc(Cl)c(C(=O)OCC(=O)NCc2ccco2)c1	17%	3	-4	-5	4	3%	?	3%	20%	3	-0.1%
CN(Cc1nc(-c2ccccc2)no1)C(=O)c1ccco1	5%	-23	-2	25	1	-1%	.	0%	-2%	1	0.5%
Cc1ccc(N(CC(=O)NCc2ccc(F)cc2)S(=O)(=O)c2c(C)nn(C)c2C)cc1	1%	17	8	-9	1	-12%	.	2%	1%	4	-1.9%
CCCc1cc(C(=O)Nc2cc(OC)ccc2OC)cs1	?	5	8	8	13	0%	-1%	1%	2%	-4	-0.5%
S=c1oc(-c2ccncc2)nn1CCc1ccncc1	3%	4	2	6	9	-5%	-5%	2%	3%	5	-0.7%
O=C(NCCc1cccc(F)c1)C1CCN(S(=O)(=O)c2ccccc2)CC1	6%	-24	13	33[activator]	24	.	.	-1%	29%	-1	0.2%
O=C(c1ccccc1)c1c(O)nc(-c2ccccc2)n(-c2ccccc2)c1=O	-18%	-1	1	4	15	2%	9%	0%	5%	2	-0.2%
CC(C)C[C@@H](NC(=O)C1CCC(CNC(=O)[C@@H]2CCCN2C(=O)OC(C)(C)C)CC1)C(=O)O (stereo not given in full)	4%	3	-16	1	-1	10%	.	1%	-5%	4	0.0%
CC1=CC(c2ccccc2)n2nc(NC(=O)CCC(=O)O)nc2N1 (stereo not given)	-16%	11	21	-2	-1	0%	0%	0%	.	1	-0.2%
COc1ccc(CCNc2oc(COc3ccc(F)cc3)nc2C#N)cc1	-2%	-21	8	4	8	0%	18%	-2%	?	-7	0.4%
CC(C)(C)c1nnc(NC(=O)CCn2cnc3ccccc3c2=O)s1	5%	8	0	5	0	1%	6%	-1%	13%	1	0.1%
Cc1ccccc1CN1C(=O)C(O)(CC(=O)c2ccncc2)c2ccccc21 (stereo not given)	2%	9	1	5	-3	-1%	-3%	-4%	-13%	1	-0.4%
CC(=O)Oc1ccccc1N1C(=O)c2ccc(C(=O)O)cc2C1=O	20%	-17	-11	1	0	-1%	-6%	0%	3%	0	-0.5%
Cc1ccc(-c2n[nH]c(=S)n2/N=C/c2cc3c(cc2[N+](=O)[O-])OCO3)cc1	7%	5	-2	-3	5	0%	-7%	0%	-1%	5	-0.6%
CCN(c1ccccc1)S(=O)(=O)c1ccc(C(=O)N(CCCN(C)C)c2nc3cc4c(cc3s2)OCO4)cc1	79%[activator]	-29	44	4	10	-7%	0%	-21%	.	.	-0.6%
